Screening results from PubChem BioAssay.
RGS4 block – human RGS4 inhibition. P49798. HEK293 M3R/RGS4 inducible, Fluo-4 calcium flux; hits give high values; triggered by carbachol at its EC20. B-score at 10 µM. 0.45% of 310,000 active. AID 463165;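 active = B-score, a plate-corrected calcium signal, over three deviations above library mean, with baseline fluorescence within five deviations of library mean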;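 also: RGS4 expression induced by doxycycline in cells with stable M3 receptor; B-score is computed from the integrated fluorescence ratio over baseline after carbachol; higher B-score means a larger calcium signal and so more RGS4 inhibition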
Target sequence (P49798 whole entry, looked up): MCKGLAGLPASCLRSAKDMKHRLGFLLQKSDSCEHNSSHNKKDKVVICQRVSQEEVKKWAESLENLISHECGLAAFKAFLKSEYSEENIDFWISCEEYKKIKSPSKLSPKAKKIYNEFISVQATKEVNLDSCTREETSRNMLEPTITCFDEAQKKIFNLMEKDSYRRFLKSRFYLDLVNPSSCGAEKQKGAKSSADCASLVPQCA
HDAC3 inhib – blocks human histone deacetylase 3; O15379; recombinant HDAC3, fluorogenic peptide/trypsin coupled, fluorescence; inhibition, % at 8.3 µM; 0.15% of 320,000 active; AID 2718; in the data active = inhibition above about 26%, passing the limit was not always enough
Target sequence (O15379 whole entry, looked up): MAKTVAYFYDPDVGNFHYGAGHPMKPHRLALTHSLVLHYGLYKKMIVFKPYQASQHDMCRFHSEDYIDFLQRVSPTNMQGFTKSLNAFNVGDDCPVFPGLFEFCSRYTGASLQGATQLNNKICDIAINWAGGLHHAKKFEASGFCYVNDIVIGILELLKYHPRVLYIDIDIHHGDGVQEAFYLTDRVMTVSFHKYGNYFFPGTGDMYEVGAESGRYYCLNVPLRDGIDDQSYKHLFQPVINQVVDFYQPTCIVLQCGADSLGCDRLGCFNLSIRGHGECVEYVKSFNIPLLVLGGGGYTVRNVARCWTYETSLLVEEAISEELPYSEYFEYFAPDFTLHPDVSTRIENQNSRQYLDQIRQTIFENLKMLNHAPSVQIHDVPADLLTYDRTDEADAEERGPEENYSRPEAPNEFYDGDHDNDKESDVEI
TRPC6 activator – mouse TRPC6 channel activation; Q61143; HEK293-TRPC6 membrane potential dye fluorescence; hits give high values; B-score at 10 µM; 0.13% of 310,000 active;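 active = B-score of the integrated fluorescence ratio above library mean plus 3 SD, and starting fluorescence ratio within library mean plus 5 SD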;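 also: higher score means more depolarization so channel activation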
MrgX1 agonist – agonists of human MrgX1 receptor; AID 588627; B-score at 10 µM; 0.44% of 310,000 active; Q96LB2; MrgX1-HEK293 cells, Fluo-4 calcium fluorescence, agonist mode; hits give high values;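 active = calcium response B-score plate-corrected fluorescence ratio at least 3 library SD, with starting fluorescence B-score inside 5 SD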
Target sequence (Q96LB2 whole entry, looked up): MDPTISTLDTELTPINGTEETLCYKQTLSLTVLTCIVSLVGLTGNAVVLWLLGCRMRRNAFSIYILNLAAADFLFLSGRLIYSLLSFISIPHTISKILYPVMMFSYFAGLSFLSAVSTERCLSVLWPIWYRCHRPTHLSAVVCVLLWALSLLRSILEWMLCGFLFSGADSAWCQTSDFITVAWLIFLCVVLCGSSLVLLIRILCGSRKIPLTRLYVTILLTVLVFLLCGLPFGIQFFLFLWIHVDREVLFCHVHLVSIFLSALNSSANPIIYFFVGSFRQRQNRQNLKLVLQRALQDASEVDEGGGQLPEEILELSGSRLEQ
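Assay system: MrgX1-expressing HEK293 cells / Amount: fifteen thousand cells per well / Doses: test compound in the initial addition of three / Timing: cells plated overnight, dye loaded 0.5 h 37 °C, 0.5 h room temperature / Technique: kinetic calcium dye fluorescence, Fluo-4 NW / Control set: positive and negative controls per plate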
MrgX1 PAM – allosterically activates human MrgX1 receptor signaling; Q96LB2; MrgX1-HEK293, Fluo-4 calcium flux, FDSS; hits give high values; B-score at 10 µM; 0.63% of 310,000 active;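 active = plate-corrected calcium response at least 3 library SD above typical, normal starting fluorescence, not activating the receptor alone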;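 also: compound read alongside a low EC10 to EC30 dose of BAM8-22 agonist; peak minus trough fluorescence over baseline measured at the second addition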
ANO1 block – inhibitors of mouse TMEM16A calcium-activated chloride channel; 1.2% of 310,000 active; Q8BHY3; normalized B-score (activity score, 25-100; higher = stronger inhibition) at 10 µM; AID 588511; HEK293 TMEM16A/YFP iodide influx fluorescence, ionomycin;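 active = ratio plate-corrected score three or more library SD toward inhibition, starting fluorescence score within five deviations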;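 also: score derived from kinetic fluorescence span divided by baseline fluorescence per well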
MrgX1 antagonist – human MrgX1 receptor antagonism, primary screen | Q96LB2 | MRGX1-HEK293 calcium flux, Fluo-4, BAM8-22 antagonism; hits give low values | B-score at 10 µM | 1.3% of 310,000 active;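 active = calcium-response B-score plate-corrected more than 3 library SD below zero, starting fluorescence within 5 deviations, no agonist response on first addition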;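 also: peak minus trough fluorescence over baseline after final BAM8-22 challenge near maximal dose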
ANO1 activ – mouse TMEM16A channel activation, primary screen. Q8BHY3. HEK293 TMEM16A/YFP-H148Q/I152L, iodide quench fluorescence; hits give low values. B-score at 10 µM. 0.3% of 340,000 active. AID 623877;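 active = fluorescence-ratio B-score plate-corrected deviation score at least 3 library SD below zero, with starting fluorescence score within 5 deviations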;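 also: channel opened by trigger with iodide after compound preincubation; score built on the fluorescence ratio of max minus min over baseline; more negative score means more quench and so TMEM16A activation or potentiation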
SKKanGAS inh – inhibitors of SKKanGAS S. pyogenes growth in kanamycin (SK-promoter or general growth effect); AID 1662; BacTiter-Glo, 6 h; 1.3% of 300,000 active; inhibition, % at 7.5 µM;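 active = mean replicate score, as percent of positive control median, at least 50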;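 also: strain carries kanamycin resistance gene driven by streptokinase promoter and grows in 40 µg/ml kanamycin; loss of luminescence reflects streptokinase promoter inhibition or plain growth inhibition; 0% = median of DMSO wells and 100% = positive control at its reference dose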
TRPC6 inh – inhibitors of mouse TRPC6 channel; 1.1% of 310,000 active; Q61143; HEK293-TRPC6, membrane potential dye, ACh-evoked depolarization; hits give low values; B-score at 10 µM;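 active = B-score under library mean minus 3 SD, initial fluorescence not abnormally high, positive integrated signal ratio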;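 also: B-score derived from integrated fluorescence ratio over the kinetic read; more negative B-score means stronger inhibition of depolarization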
RGS4 act – potentiators or activators of RGS4 | B-score at 10 µM | 0.92% of 310,000 active | HEK293 M3R/inducible RGS4, carbachol calcium flux Fluo4; hits give low values;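 active = B-score of the integrated calcium signal more than 4 SD below the library mean, with starting fluorescence not abnormally high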;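 also: negative B-score means reduced calcium response which marks RGS4 activation or potentiation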
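test system = M3R-expressing HEK293 line, RGS4 induced by doxycycline | probe or stimulus = carbachol at ECmax as muscarinic agonist stimulus | timing = dye loading 30 min 37 °C, buffer rest 30 min RT | signal = calcium dye Fluo4 fluorescence | evaluation = B score from integrated fluorescence ratio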
* hit, by the source's call; i = inactive; nt = no result given. Outcome played no part in choosing rows; about 6.7% have a hit in one of these screens.

SMILES	RGS4 block	HDAC3 inhib	TRPC6 activator	MrgX1 agonist	MrgX1 PAM	ANO1 block	MrgX1 antagonist	ANO1 activ	SKKanGAS inh	TRPC6 inh	RGS4 act
COCCNC(=O)c1ccc(C(=O)C(=O)c2ccccc2)cc1	i	-6.7	i	i	i	i	i	i	-5.8	i	i
COCCn1c(=N)c(S(=O)(=O)c2ccc(Br)cc2)cc2c(=O)n3ccccc3nc21	i	-5.8	i	i	i	i	i	i	11.2	i	i
Cc1cc(C(=O)Nc2ccc(CC(=O)O)cc2)c(C)o1	i	1.8	i	i	i	i	i	i	-0.2	i	i
C=CCN(CC=C)C(=O)C1CCN(S(=O)(=O)c2ccc(N3CCCC3=O)cc2)CC1	i	-3.5	i	i	i	i	i	i	0.3	i	i
O=C(Nc1cccc(O)c1)c1ccc(C(F)(F)F)cc1	i	2.6	i	i	i	i	i	i	4.9	i	i
CCOc1ccc(C(O)Cc2nc3ccccc3n2C)cc1 (stereo not drawn)	i	-2.3	i	i	i	i	i	i	2.4	i	i
Cc1cc(C)nc(NS(=O)(=O)c2ccc(NC(=O)Cc3ccccc3)cc2)n1	i	-6.9	i	i	i	i	i	i	5.6	i	i
COc1ccc(S(=O)(=O)N2CCC(C(=O)NCc3cccnc3)CC2)cc1C	i	0.7	i	i	i	i	i	i	-9.0	i	i
CCCCCOc1ccc(/C(C)=N/NC2=NCCN2)cc1	i	4.3	i	i	i	i	i	i	0.8	i	i
COc1cccc2c3c(c(=O)[nH]c12)CC(C)(C)O3	i	-5.5	i	i	i	i	i	i	-5.9	i	i
Cc1cccnc1NC(=O)CCc1nnc2ccc(NCc3ccco3)nn12	i	-4.8	i	i	i	i	i	i	-0.6	i	i
O=[N+]([O-])c1ccc(Cl)cc1N/N=C/c1ccncc1	i	-7.6	i	i	i	i	i	i	12.3	i	i
COc1ccc(CCNC(=O)c2cc3c(=O)n(C)c4ccccc4c3n2C)c(OC)c1	i	4.0	i	i	i	i	i	i	20.2	i	i
O=C(N/N=C/c1ccc(N2CCOCC2)o1)c1cccc(C(F)(F)F)c1	i	-0.4	i	i	i	i	i	i	-4.1	i	i
Cc1cccc(C(=O)Nc2nnc(-c3ccc(C(C)(C)C)cc3)s2)c1	i	-3.6	i	i	i	i	i	i	0.1	i	i
O=C1CSC(=O)N1CCOCCN1C(=O)CSC1=O	i	nt	i	i	i	i	i	i	-1.5	i	i
O=C(Nc1ccc2ncccc2c1)c1ccccc1Br	i	2.5	i	i	i	i	i	i	-8.6	i	i
Cc1oc(-c2ccccc2)cc1C(=O)NCc1ccncc1	i	0.2	i	i	i	i	i	i	-6.3	i	i
O=C(CSc1nnc(-c2cccs2)n1-c1ccccc1)NCc1ccco1	i	9.4	i	i	i	i	i	i	1.6	i	i
COC(=O)c1ccc(OC(=O)C2CC(=O)N(c3ccc(C)cc3C)C2)cc1 (stereo not drawn)	i	1.7	i	i	i	i	i	i	-5.2	i	i
Cc1nn(C(=O)CCC(=O)NCc2cccc(F)c2)c2ccccc12	i	2.3	i	i	i	i	i	i	0.4	i	i
O=c1[nH][nH]c(C(F)(F)F)c1C=NCc1ccccc1Cl	i	6.2	i	i	i	i	i	i	-1.9	i	i
CN(C)c1ccc(N/C=C/C(=O)c2ccco2)cc1	i	6.3	i	i	i	i	i	i	2.7	i	i
COc1ccc(OC)c(S(=O)(=O)Nc2ccc(C(N)=O)cc2)c1	i	-3.1	i	i	i	i	i	i	7.2	i	i
CC(=O)c1ccc(NC(=O)c2cc(CC(C)C)nc3ccccc23)cc1	i	-0.3	i	i	i	i	i	i	-1.8	i	i

Next section
SMILES	RGS4 block	HDAC3 inhib	TRPC6 activator	MrgX1 agonist	MrgX1 PAM	ANO1 block	MrgX1 antagonist	ANO1 activ	SKKanGAS inh	TRPC6 inh	RGS4 act
CCC(=O)c1ccc(OCC(=O)OCC(=O)N2CCCc3ccccc32)cc1	i	4.9	i	i	i	i	i	i	-12.4	i	i
O=C(Cn1cnc2c(nnn2-c2ccccc2)c1=O)NCc1ccco1	i	nt	i	i	i	i	i	i	-9.3	i	i
COc1cc(/C(C)=C/c2ccccc2)c2c(c1)oc1ccccc12	i	-14.8	i	i	9*	i	i	nt	55.2*	i	i
COc1ccc(CN(CC(=O)NC2CCCC2)C(=O)c2ccc(-c3ccccc3)[nH]2)cc1	i	10.3	i	i	i	i	i	i	-8.6	i	i
Cc1ccc(S(=O)(=O)Nc2ccc(-c3ccc4nncn4n3)cc2)cc1	i	-1.5	i	i	i	i	i	i	5.8	i	i
Cc1cc(C)c2cc(CN(CCN3CCCC3)C(=O)Nc3ccc(F)cc3)c(=O)[nH]c2c1	i	0.4	i	i	i	i	i	i	9.7	i	i
COc1ccc(NC(C)=O)cc1NC(C)C(=O)Nc1cccc2ccccc12 (stereo not drawn)	i	0.2	i	i	i	i	i	i	2.7	i	i
O=C(COc1cccc(F)c1)N1c2ccccc2Sc2ccccc21	i	1.0	i	i	i	i	i	i	2.3	i	i
CCOC(=O)C1=C(COC(=O)/C=C/c2cccc(OC)c2)NC(=O)NC1C (stereo not drawn)	i	-5.0	i	i	i	i	i	i	-8.2	i	-6.96*
COC(=O)C1=C(C)N(Cc2ccco2)C(=O)/C1=C\c1ccc([N+](=O)[O-])cc1	i	-2.8	i	28.2*	i	i	i	i	19.1	i	i
CCOc1cc2[nH]c(=S)n(CCN3CCCCC3CC)c(=O)c2cc1OCC (stereo not drawn)	i	3.0	i	i	i	i	i	i	5.8	i	i
CC1CCc2c(sc3nc(C(C)(C)C)nc(N4CCN(C(=O)CCl)CC4)c23)C1 (stereo not drawn)	i	18.9	i	i	i	i	i	i	69.7*	i	-7.6*
CCc1ccc(S(=O)(=O)N2CCN(c3ccccc3OC)CC2)cc1	i	-0.3	i	i	i	i	i	i	-2.3	i	i
Cc1ccc(N/C(SCc2ccccc2C)=C(/C#N)C(=O)NCc2ccco2)cc1C	i	17.7	i	i	i	i	i	i	2.7	i	i
COc1ccc(CNCCC(c2ccccc2)c2ccc(OC(C)C)cc2)cc1OC (stereo not drawn)	i	-1.0	i	i	i	i	i	i	2.1	i	i
COc1ccccc1OCC(=O)Nc1ccc(-c2nnc(-c3ccco3)o2)cc1	i	-7.5	i	i	i	i	i	i	-3.2	i	i
Cc1[nH]c2c(C)cccc2c(=O)c1Br	i	-2.7	i	i	i	i	i	i	-4.0	i	i
COc1cc(NC(=O)COn2nnc3ccc(S(C)(=O)=O)cc32)cc(OC)c1	i	5.3	i	i	i	i	i	i	0.8	i	i
COc1ccc(CCN=C(N)NS(=O)(=O)c2cccs2)cc1OC	i	-6.6	i	i	i	i	i	i	-13.8	i	i
Cc1ccc(C(=O)NCc2ccc(F)cc2)cc1NC1=NC2CS(=O)(=O)CC2S1 (stereo not drawn)	i	5.1	i	i	i	i	i	i	-1.5	i	i
CCCc1cc(=O)[nH]c(SCc2cccc(C)c2)n1	i	-1.2	i	i	i	i	i	i	4.9	i	i
CN1CCN(c2nc3ccccn3c(=O)c2/C=C(\C#N)S(=O)(=O)c2ccccc2)CC1	i	-0.2	i	i	i	i	i	i	-0.3	i	i
Nc1ccccc1Oc1ccc2ccccc2c1	i	1.9	i	i	i	i	i	i	-10.1	i	i
Cn1c(CSCc2ccccc2Cl)nnc1SCC(=O)Nc1nccs1	i	4.2	i	i	i	i	i	i	-5.4	i	i
CCCCOc1ccccc1NC(=O)c1ccc(=O)[nH]c1	i	-4.2	i	i	i	i	i	i	-2.7	i	i

Further structures follow:
SMILES	RGS4 block	HDAC3 inhib	TRPC6 activator	MrgX1 agonist	MrgX1 PAM	ANO1 block	MrgX1 antagonist	ANO1 activ	SKKanGAS inh	TRPC6 inh	RGS4 act
C/C(=N\NC(=O)c1nnn(-c2nonc2N)c1COc1ccc(F)cc1)c1ccc(Cl)cc1	i	-3.8	i	i	i	i	i	i	-6.8	i	i
COc1ccc(CN2C3CCCC2CC(NC(=O)Nc2cccc(C)c2)C3)cc1 (stereo not drawn)	i	12.3	i	i	i	i	-7.92*	i	-1.2	i	i
COc1cc(C(=O)OCC(=O)NCc2ccccc2)cc(NC(=O)c2ccco2)c1OC	i	1.5	i	i	i	i	i	i	9.3	i	i
CC(NC(=O)COc1ccccc1-c1ccccc1)c1ccccc1 (stereo not drawn)	i	0.9	i	i	i	i	i	i	18.8	i	i
Cc1[nH]n(-c2ccccc2)c(=O)c1/C=N/Nc1nncc(-c2ccccc2)n1	i	14.7	i	i	i	i	i	i	-1.2	i	i
COc1ccc(OC(C)C(=O)N(C)Cc2nc(-c3cccc(C)c3)no2)cc1 (stereo not drawn)	i	-0.7	i	i	i	i	i	i	-1.2	i	i
Cc1c(C)n(C(=O)CN2CCN(c3ccccn3)CC2)c2ccccc12	i	6.3	i	i	i	i	i	i	0.5	i	i
CCCCN(C(=O)c1cc(CC)c(C)s1)c1c(N)n(CCC)c(=O)[nH]c1=O	i	0.2	i	i	i	i	i	i	-4.8	i	i
OCCC#Cc1ccc(CN2CCN(C3CCCCC3)C(CCO)C2)cc1 (stereo not drawn)	i	1.8	i	i	i	i	i	i	2.7	i	i
COCCCNC(=O)CSc1ccsc1[N+](=O)[O-]	i	7.6	i	i	i	i	i	i	nt	i	i
Cc1ccc(-n2c(SCC(=O)N3CCOCC3)nnc2-c2ccncc2)cc1C	i	0.5	i	i	i	i	i	i	2.8	i	i
C=C(C)CCC(C)N1CCC(n2nccc2NC(=O)CCOc2ccccc2)CC1 (stereo not drawn)	i	-5.8	i	i	i	i	i	i	-7.0	i	i
Cc1cc(NN)nc2ccc(Cl)cc12	i	8.0	i	i	i	i	i	i	-8.0	i	i
O=C(NCCCn1ccnc1)/C(=C/c1ccc(F)cc1)NC(=O)c1ccccc1	i	-11.5	i	i	i	i	i	i	23.4	i	i
CC(C)c1onc(C(=O)Nc2sc3c(c2C#N)CCC3)c1[N+](=O)[O-]	i	0.8	i	i	i	i	i	i	-4.5	i	i
CCOC(=O)N1CCN(C(=O)CN(c2ccccc2)S(C)(=O)=O)CC1	i	-4.4	i	i	i	i	i	i	-10.3	i	i
Cc1cccc(C)c1OCCCCN1CCCCC1	i	-3.0	i	i	i	i	i	i	5.7	i	i
Cc1ccc(-c2ccc(/C=N/O)o2)cc1[N+](=O)[O-]	i	3.2	i	i	i	i	i	i	5.6	i	i
CCN(CC)S(=O)(=O)c1cccc(C(=O)NCCCN2CCOCC2)c1	i	-6.0	i	i	i	i	i	i	-3.2	i	i
COc1nc(C)nc2c1sc(=S)n2C	i	7.0	i	i	i	i	i	i	0.7	i	i
COc1ccc(C2C=C(c3ccc(C)c(C)c3)Nc3ncnn32)c(OC)c1OC (stereo not drawn)	i	2.8	i	i	i	i	i	i	1.3	i	i
